Bioassay records from PubChem BioAssay.
S-ASM inh: Inhibitors of Secretory Acid Sphingomyelinase (S-ASM): qHTS. placental ASM, HMU-PC fluorogenic substrate, 60 min. Potency, µM (series often up to 57.5 µM), for the others: at the top dose activity change, negative = inhibition, most hits filed as inhibitors. Sphingomyelin phosphodiesterase (Homo sapiens), P17405. 340,000 compounds, 0.006% hits; further: potency means the concentration at half of the fitted maximal effect
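Steps: dispense placental human ASM, pin compound, wait 10 min at room temperature, add HMU-PC0 substrate at 9 uM final, incubate 60 min at 37 °C, add stop solution raising pH to 10, read fluorescence.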
Mito fusion yeast: qHTS Assay for Small Molecule Inhibitors of Mitochondrial Division or Activators of Mitochondrial Fusion. S. cerevisiae fusion-defective mutant growth rescue, CellTiterGlo 48 h. Potency, µM (titrated, usually from 46.1 µM), for the others: at the highest dose growth rescue (activation), most hits filed as activators. 320,000 compounds, 0.23% hits;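 further: potency means the concentration at half of the fitted maximal effect; % of control where 0% means no effect; nearly all actives have a fitted effect of over 45% in size; temperature-sensitive fusion mutants such as fzo1-1 at 37 °C on non-fermentable ethanol glycerol medium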
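S. cerevisiae fusion-defective temperature-sensitive mutants (e.g. fzo1-1, mgm1-5) grown 48 h at 37C in YPEG (ethanol/glycerol non-fermentable) medium with 23 nl compound per well; growth rescue read as CellTiterGlo luminescence.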
MBNL1 CUG block: qHTS Assay for Inhibitors of MBNL1-poly(CUG) RNA binding; 280,000 compounds, 0.036% hits; TR-FRET MBNL1-His/biotin-(CUG)12 binding, 665/545 ratio; AID 2675, 2010; Potency, µM (titrated, usually from 57.5 µM), without a hit: at the highest dose activity change, negative = inhibition, actives largely listed as inhibitors; active means well fitted inhibition curve with a large enough effect in the signal ratio, with a control signal flat, not every such curve was filed as active; inconclusive means small, poorly fitted or top-dose-only effect, or effect the other way, or a change in a side signal; inactive means no such curve, though single readings can be large or run the other way; the % refers to the signal ratio; further: potency means the concentration at half of the fitted maximal effect; on the % scale 0 is the no-effect control and ±100 the full control effect
Target sequence (Q9NR56 whole entry, looked up): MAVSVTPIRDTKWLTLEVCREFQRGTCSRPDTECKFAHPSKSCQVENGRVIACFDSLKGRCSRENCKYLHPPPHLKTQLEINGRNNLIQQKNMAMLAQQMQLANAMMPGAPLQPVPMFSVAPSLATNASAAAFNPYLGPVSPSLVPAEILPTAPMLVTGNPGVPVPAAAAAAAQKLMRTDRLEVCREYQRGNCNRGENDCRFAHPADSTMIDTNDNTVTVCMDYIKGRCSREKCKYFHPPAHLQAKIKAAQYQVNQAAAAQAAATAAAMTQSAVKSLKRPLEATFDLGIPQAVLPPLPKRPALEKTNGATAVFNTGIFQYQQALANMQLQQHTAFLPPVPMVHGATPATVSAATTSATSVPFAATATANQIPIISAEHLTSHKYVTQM
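MBNL1-His + Biotin-(CUG)12, cpd titration 92 nM–58 uM; Tb anti-His Ab 0.055 ng/ul, SA-XL665 5 nM (final); 60 min RT; ratiometric 665/545 nm, Ex 340 nm; normalized to buffer and full-complex controls.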
CXXC DNA block: qHTS Fluorescence Polarization Assay for Inhibitors of MLL CXXC domain - DNA interaction | MLL-CXXC / FITC-HOXA9 DNA fluorescence polarization | Potency, µM (doses to about 115 µM), for the others: top-dose activity change, negative = inhibition, most hits filed as inhibitors | 290,000 compounds, 0.037% hits; active means well fitted inhibition curve with a large enough effect in the polarisation, with a control signal flat, not every such curve was filed as active; inconclusive means small, poorly fitted or top-dose-only effect, or effect the other way, or a change in a side signal; inactive means no such curve, though single readings can be large or run the other way; the % refers to the polarisation; further: potency means the concentration at half of the fitted maximal effect
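Fluorescence polarization: 7 uM MLL-CXXC (stock) preincubated 5 min with compounds, then 50 nM fluorescein-HOX-A9 DNA (stock) added; 30 min ambient. Buffer 50 mM Tris-HCl pH 7.5, 50 mM NaCl, 1 mM DTT, 0.05% BSA.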
AT treatment: qHTS Assay for Identifying a Potential Treatment of Ataxia-Telangiectasia; […] A-T fibroblasts, KAP-1 phosphorylation AlphaLISA; neocarzinostatin DNA damage 30 min before lysis; Potency, µM (titrated, usually from 57.5 µM), inactives show at the highest dose activation, hits mostly activators; 320,000 compounds, 0.19% hits; AID 485349, 2010; further: potency means the concentration at half of the fitted maximal effect; % of control where 0% means no effect; nearly all actives have a fitted effect of over 45% in size
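ATM-like activity read as KAP-1 phosphorylation via AlphaLISA donor/acceptor antibody pairs after lysis and 6 hr at 25C. Cells were ATM-null patient fibroblasts ([…], hTERT), dosed 60 min, then exposed to the DSB inducer NCS for 30 min.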
TSHR antagonist: Antagonists of the Thyroid Stimulating Hormone Receptor: HTS campaign; AID 504810, 2011; 330,000 compounds, 0.2% hits; TSHR-expressing cells, TSH-stimulated cAMP HTRF, 2 h; active compounds read low; activity change, negative = inhibition, % at 11.5 µM;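 active means activity change below a set negative limit, meaning inhibition stronger than a set level, cut at about -70% in these data; inconclusive means activity change between two set negative limits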; further: on the % scale 0 is the no-effect control and ±100 the full control effect
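Competitive HTRF cAMP read-out (cryptate anti-cAMP antibody, cAMP-d2; 30 min, room temperature) in freshly harvested TSHR cells. Compounds added before TSH at EC80 (4nM final), followed by 2 hours' incubation at 37 deg C.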
PTAP TSG101 blk: qHTS Assay for Iinhibitors of HIV-1 Budding by Blocking the Interaction of PTAP/TSG101. AID 493005, 2010. Fluorescence polarization, FITC-PTAP peptide / Tsg101 binding. Potency, µM (series often up to 115 µM), inactives show at the highest dose activity change, negative = inhibition, actives largely listed as inhibitors. Tumor susceptibility gene 101 protein (Homo sapiens), Q99816. 340,000 tested, under 10 active; active means well fitted inhibition curve with a large enough effect in the main read-out, with a control signal flat, not every such curve was filed as active; inconclusive means small, poorly fitted or top-dose-only effect, or effect the other way, or a change in a side signal; inactive means no such curve, though single readings can be large or run the other way; further: potency means the concentration at half of the fitted maximal effect; % of control where 0% means no effect
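Steps: Tsg101 binding domain dispensed (10 uM final), compounds pinned in DMSO, FITC-labeled PTAP-motif peptide added (50 nM final); after 20 min binding at room temperature, polarization measured.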
Integrin act MD: qHTS for Activators of Integrin-Mediated Alleviation for Muscular Dystrophy | alpha7betagal myoblasts, beta-gal FDG fluorescence, 48 h | Potency, µM (titrated, usually from 38.3 µM), for inactives: at the top dose activation, most hits filed as activators | 350,000 compounds, 0.064% hits | AID 624291, 2012;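 further: potency means the concentration at half of the fitted maximal effect; 100% = response of the positive control SU9516; nearly all actives have a fitted effect of over 60% in size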
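alpha7betagal+/- myoblasts (passage 13, 250/well) treated 48 h at 37C with compounds at 1:260 dilution of DMSO stock. Lysed, then beta-galactosidase activity read as FDG fluorescence (ex 480/em 540) after 30 min, with pre-read for autofluorescence.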
TCR activator: Activators of T cell receptors: qHTS campaign; primary human leukocytes, anti-CD3, IL-2 HTRF, 48 h; Potency, µM (doses to about 9.22 µM), for the others: at the highest dose activation of IL-2 secretion, hits mostly activators; 330,000 tested, under 10 active; AID 504894, 2011; further: % of control where 0% means no effect
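TCR engagement came from a-CD3 beads alone, with compounds added to primary human leukocytes for 48 hr. Secreted IL-2 bridged europium cryptate- and d2-labelled anti-IL-2 antibodies, giving FRET emission at 665nm after 320nm excitation.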
Menin MLL FP TR: qHTS Assay for Inhibitors Targeting the Menin-MLL Interaction in MLL Related Leukemias: Competition With Texas Red Labeled MLL-derived Mutant Peptide; O00255; Menin + Texas Red MLL mutant peptide, fluorescence polarization; Potency, µM (series often up to 61.6 µM), without a hit: at the highest dose FP activity change, negative = inhibition, actives largely listed as inhibitors; 270,000 compounds, 0.23% hits; AID 1768, 2009; active means well fitted inhibition curve with a large enough effect in the polarisation, with a control signal flat, not every such curve was filed as active; inconclusive means small, poorly fitted or top-dose-only effect, or effect the other way, or a change in a side signal; inactive means no such curve, though single readings can be large or run the other way; the % refers to the polarisation; further: potency means the concentration at half of the fitted maximal effect; % of control where 0% means no effect; many of its hits are not listed in these tables
Target sequence (O00255 whole entry, looked up): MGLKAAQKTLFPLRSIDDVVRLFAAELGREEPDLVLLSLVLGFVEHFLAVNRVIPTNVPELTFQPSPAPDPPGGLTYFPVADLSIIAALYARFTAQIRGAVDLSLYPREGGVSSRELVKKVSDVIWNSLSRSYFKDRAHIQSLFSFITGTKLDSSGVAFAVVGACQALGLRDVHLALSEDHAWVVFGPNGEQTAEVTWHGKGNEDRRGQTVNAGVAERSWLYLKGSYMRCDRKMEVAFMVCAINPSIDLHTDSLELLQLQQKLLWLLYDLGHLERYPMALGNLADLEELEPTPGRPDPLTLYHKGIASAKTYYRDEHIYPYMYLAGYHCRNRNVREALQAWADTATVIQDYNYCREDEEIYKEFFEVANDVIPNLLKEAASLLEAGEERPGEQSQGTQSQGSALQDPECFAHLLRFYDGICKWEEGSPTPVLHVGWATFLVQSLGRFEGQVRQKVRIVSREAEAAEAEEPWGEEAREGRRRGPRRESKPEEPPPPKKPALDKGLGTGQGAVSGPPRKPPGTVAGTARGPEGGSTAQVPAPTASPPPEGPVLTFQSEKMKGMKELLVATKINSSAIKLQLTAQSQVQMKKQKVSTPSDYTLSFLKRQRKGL
* marks the source's active call; other numbers are inactive results; ? = inconclusive; / = not tested or not shown; [ ] = dose if it differs, or a comment. Unless noted, the call rests on the fitted dose curve; in most records, active means well fitted curve in the direction sought with a large enough effect; inconclusive means small, poorly fitted or top-dose-only effect, or another doubt; inactive means no such curve, though single readings can be large; an effect the other way counts as inactive or inconclusive. The list is partial; the hit share may differ from the screen's.

SMILES	S-ASM inh	Mito fusion yeast	MBNL1 CUG block	CXXC DNA block	AT treatment	TSHR antagonist	PTAP TSG101 blk	Integrin act MD	TCR activator	Menin MLL FP TR
CCOC(=O)/C=C1\CN(C(C)c2ccccc2)S(=O)(=O)c2ccccc21 (stereo not drawn)	0%	0%	-2%	3%	-2%	6	-5%	0%	5%	1%
COc1cc(C2C(C#N)=C(N)Oc3cc(O)ccc32)cc(OC)c1OC (stereo not drawn)	0%	0%	-1%	-6%	1%	-6	-8%	6%	0%	0%
CCN(CC)C(=O)CSc1nnc(-c2ccc(S(=O)(=O)NCc3ccccc3Cl)cc2)o1	-2%	4%	-4%	-4%	8%	-14	-4%	-18%	5%	?
O=C(Cn1cc2c(n1)CCCC2)N1CCOCC1	1%	0%	2%	1%	7%	-1	0%	-4%	-3%	3%
CN(C(=O)c1ccco1)c1nc(-c2ccc(Cl)cc2)cs1	-1%	1%	9%	4%	6%	-10	-4%	4%	-7%	-26%
O=C(/C=C/c1ccc(Br)cc1)NC1CCCCCC1	0%	-8%	-4%	-5%	1%	-18	-3%	-1%	-3%	-26%
O=C(NCCN1CCOCC1)c1ccc([N+](=O)[O-])cc1[N+](=O)[O-]	-2%	-3%	?	6%	14%	-8	-5%	9%	0%	5%
COc1ccc(Cc2nnc(NC(=O)Cn3cnc4c3c(=O)n(C)c(=O)n4C)s2)cc1OC	4%	1%	-5%	-1%	-10%	21	-2%	18%	-3%	-5%
CCn1cc(C(=O)NC2CCCCCC2)c(=O)c2cc(S(=O)(=O)N3CCCCC3)ccc21	-4%	/	/	/	/	/	-7%	10%	-3%	/
C=CCn1c(SCC(=O)NCC)nnc1-c1cc2c(s1)CCC(CC)C2 (stereo not drawn)	/	22%	4%	11%	-5%	-12	-1%	-26%	1%[46.1 µM]	-3%
CN1CCN(C(CNS(=O)(=O)c2cccs2)c2cccnc2)CC1 (stereo not drawn)	-1%	-2%	4%	-3%	-1%	-1	-2%	11%	4%	16%
CSCCC(NC(=O)c1ccccc1Br)C(=O)Nc1ccc(C)cc1 (stereo not drawn)	1%	4%	-7%	-2%	-4%	8	0%	-10%	2%[46.1 µM]	-4%
NC(=O)N/N=C/c1cccc(C(F)(F)F)c1	1%	-1%	10%	6%	2%	11	-1%	-5%	-5%	/
CC1CN=C2C(C(=O)Nc3ccccc3)=C(O)CC(c3ccccc3)N21 (stereo not drawn)	-1%	?	?	6%	-8%	-13	-7%	11%	7%[46.1 µM]	-7%
O=C(Cc1ccc2c(c1)OCCO2)Nc1cc(Cl)ccc1N1CCOCC1	3%	-6%	/	/	2%	-8	0%	-11%	2%	/
O=C(NCc1ccccc1)c1ccc(/C=N/O)nc1	2%	2%	4%	11%	-6%	0	-1%	-25%[7.66 µM]	5%	1%
O=C(O)CCC(=O)Nc1cccc(C(=O)c2ccccc2)c1	3%	-3%	-7%	6%	-6%	-8	-4%	18%	7%	/
CCCCN(CC)C(=O)Cn1nc(Cc2ccncc2)c2ccccc2c1=O	-2%	-4%	-9%	-4%	4%	3	2%	-5%	0%	-26%
CC(C)NC(=O)N(C)C[C@H]1Oc2ccc(NC(=O)Nc3ccccc3)cc2C(=O)N([C@H](C)CO)C[C@@H]1C	6%	/	/	/	1%	0	-4%	4%	-2%	/
CC(=O)Nc1ccc(NC(=O)c2ccc3c(c2)CCN3S(C)(=O)=O)cc1	-2%	3%	-2%	-4%	7%	10	-5%	-25%	-2%	?
CC(Sc1ccccc1)C(=O)N1CCN(S(=O)(=O)c2ccc(Cl)cc2)CC1 (stereo not drawn)	-2%	18%	-5%	2%	5%	-3	-8%	-9%	-6%	-16%
CC(C)Cc1cc(CNC(=O)C2CCC(=O)N(CCc3cccc(F)c3)C2)on1 (stereo not drawn)	4%	-4%	0%	0%	1%	2	-3%	-18%	0%	0%
COCCNC(=S)N(CCCO)Cc1cc2cc3c(cc2[nH]c1=O)OCCO3	36%[activator]	2%	3%	-8%	-5%	-5	1%	-28%	-7%	0%
COc1cccc2[nH]c(C(=O)NCCCN3CCCC3=O)cc12	-1%	-2%	-4%	3%	15%	3	-4%	-11%	1%	/
COC(=O)CSc1nnc(C)n1-c1cccc(OC)c1	1%	0%	0%	-9%	-2%	-4	-5%	0%	-6%	23%

Shown comma-delimited: entries from further up.
SMILES,S-ASM inh,Mito fusion yeast,MBNL1 CUG block,CXXC DNA block,AT treatment,TSHR antagonist,PTAP TSG101 blk,Integrin act MD,TCR activator,Menin MLL FP TR
COc1cccc2[nH]c(C(=O)NCCCN3CCCC3=O)cc12,-1%,-2%,-4%,3%,15%,3,-4%,-11%,1%,/
O=C(Cc1ccc2c(c1)OCCO2)Nc1cc(Cl)ccc1N1CCOCC1,3%,-6%,/,/,2%,-8,0%,-11%,2%,/
C=CCn1c(SCC(=O)NCC)nnc1-c1cc2c(s1)CCC(CC)C2 (stereo not drawn),/,22%,4%,11%,-5%,-12,-1%,-26%,1%[46.1 µM],-3%
NC(=O)N/N=C/c1cccc(C(F)(F)F)c1,1%,-1%,10%,6%,2%,11,-1%,-5%,-5%,/
O=C(NCCN1CCOCC1)c1ccc([N+](=O)[O-])cc1[N+](=O)[O-],-2%,-3%,?,6%,14%,-8,-5%,9%,0%,5%
COc1cc(C2C(C#N)=C(N)Oc3cc(O)ccc32)cc(OC)c1OC (stereo not drawn),0%,0%,-1%,-6%,1%,-6,-8%,6%,0%,0%

The listing continues.
SMILES	S-ASM inh	Mito fusion yeast	MBNL1 CUG block	CXXC DNA block	AT treatment	TSHR antagonist	PTAP TSG101 blk	Integrin act MD	TCR activator	Menin MLL FP TR
COc1ccccc1S(=O)(=O)NCc1ccc(C(=O)N(C)Cc2ccc(F)cc2)cc1	-4%	-3%	/	/	-3%	1	-6%	7%	-3%	/
OCCc1ccc(O)cc1	-1%	2%	/	/	9%	-2	2%	/	6%	/
CCOc1ccccc1N(CC(=O)Nc1c(C)n(C)n(-c2ccccc2)c1=O)S(=O)(=O)c1ccccc1	-1%	-11%	3%	7%	-6%	-11	1%	9%	-4%	-13%
Cc1ccc(CN(C)C(=O)C2CCN(C(=O)Nc3ccccc3)CC2)o1	6%	2%	/	/	0%	-9	-1%	-9%	-1%	/
COc1ccc2cc(CNCCOCCOCCNCc3ccc4cc(OC)ccc4c3)ccc2c1	-4%	/	/	/	/	/	-1%	-54%[inhibitor]	-13%	/
CSc1ccc(CCNC(=O)c2ccc(CS(=O)Cc3ccccc3Cl)o2)cc1 (stereo not drawn)	0%	4%	1%	2%	-9%	-6	1%	-28%	1%	/
COc1cc(-c2cc(C(=O)Nc3cccc(S(=O)(=O)N(C)C)c3)c3ccccc3n2)cc(OC)c1OC	3%	1%	102%[activator]	0%	-3%	-11	1%	-28%	-4%	24%
O=C(CCNC(=O)c1ccccc1Cl)NC1=NCCS1	0%	-5%	-7%	6%	-7%	-2	0%	2%	-7%	1%
Cc1cc(C=O)c(C)n1-c1ccc(NC2CCCCC2)c([N+](=O)[O-])c1	-20%	-7%	?	6%	-2%	-17	1%	-59%[inhibitor]	-9%	42%[activator]
COc1ccc(/C(N)=N/OC(=O)c2ccc(Br)o2)cc1	4%	2%	2%	1%	6%	-4	-1%	10%	-6%	-19%
CCCCn1c(N)c(N(CC(C)C)C(=O)c2ccc(C)c(S(=O)(=O)N3CCCCC3)c2)c(=O)[nH]c1=O	11%	-5%	/	/	-6%	-2	2%	21%	-1%	/
CCc1cccc(CC)c1NC(=O)c1ccccc1CCc1ccccc1	5%	11%	?	7%	-2%	69	-1%	9%	-2%[46.1 µM]	15%
